p53null 39C tox = p53 null cell cytotoxicity, nonpermissive temperature | H1299 p53-null (neo) cells, 39C, ATPlite viability, 24 h | Potency, µM (titrated, usually from 46.1 µM), for inactives: top-dose activity, negative = cell killing, most hits filed as cytotoxic | hit rate 0.97% among 55,000;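 further: potency means the concentration at half of the fitted maximal effect; 0% = DMSO only and -100% = full killing by 100 µM tamoxifen; nearly all actives have a fitted effect of over 50% in size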
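ATP-luminescence viability readout (ATPlite, 20 min RT) after 24 hr compound treatment at 39C of H1299-neo or H1299-p53A138V cells; titration up to 46 uM; normalized to DMSO and 100 uM tamoxifen; Hill-fit AC50.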
TSG101-PTAP inh = inhibitors of HIV-1 PTAP binding to human TSG101, validation. Potency, µM (titrated, usually from 115 µM), inactives show at the top dose activity change, negative = inhibition, usual class: inhibitors. Fluorescence polarization, FITC-PTAP peptide/Tsg101, 20 min. 44,000 tested, under 10 active. AID 1347069. Q99816; further: potency means the concentration at half of the fitted maximal effect; 0% is about no effect
Target sequence (Q99816 whole entry, looked up): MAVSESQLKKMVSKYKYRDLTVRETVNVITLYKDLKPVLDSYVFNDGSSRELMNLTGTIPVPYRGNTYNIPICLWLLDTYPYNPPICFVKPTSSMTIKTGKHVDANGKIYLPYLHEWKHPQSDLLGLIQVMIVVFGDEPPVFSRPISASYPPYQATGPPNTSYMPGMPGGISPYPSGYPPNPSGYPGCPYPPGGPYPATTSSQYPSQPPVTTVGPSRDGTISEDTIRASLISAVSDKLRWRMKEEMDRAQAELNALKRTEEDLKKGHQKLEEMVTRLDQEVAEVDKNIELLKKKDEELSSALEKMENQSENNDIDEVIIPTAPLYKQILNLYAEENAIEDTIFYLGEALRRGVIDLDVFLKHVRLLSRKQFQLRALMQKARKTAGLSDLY
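Compounds pinned into 10 uM Tsg101 binding domain, then 50 nM FITC-PTAP peptide added in pH 7.5 HEPES buffer; FP read after 20 min, room temperature. Total S+P intensity flags fluorescent compounds; active cut-off <25 µM, efficacy <60%.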
FH mod = Identification of activators of human fumarate hydratase by quantitative high-throughput screening | Potency, µM (series often up to 79.9 µM), inactives show at the top dose activity change, negative = inhibition, actives largely listed as inhibitors | AID 1347055, 2019 | hit rate 0.22% among 54,000 | FH coupled MDH/diaphorase resazurin fluorescence, 15 min; further: potency means the concentration at half of the fitted maximal effect; on the % scale 0 is the no-effect control and ±100 the full control effect; the screen sought activators but most active calls are inhibition curves; nearly all actives have a fitted effect of over 45% in size
Target sequence (P07954 whole entry, looked up): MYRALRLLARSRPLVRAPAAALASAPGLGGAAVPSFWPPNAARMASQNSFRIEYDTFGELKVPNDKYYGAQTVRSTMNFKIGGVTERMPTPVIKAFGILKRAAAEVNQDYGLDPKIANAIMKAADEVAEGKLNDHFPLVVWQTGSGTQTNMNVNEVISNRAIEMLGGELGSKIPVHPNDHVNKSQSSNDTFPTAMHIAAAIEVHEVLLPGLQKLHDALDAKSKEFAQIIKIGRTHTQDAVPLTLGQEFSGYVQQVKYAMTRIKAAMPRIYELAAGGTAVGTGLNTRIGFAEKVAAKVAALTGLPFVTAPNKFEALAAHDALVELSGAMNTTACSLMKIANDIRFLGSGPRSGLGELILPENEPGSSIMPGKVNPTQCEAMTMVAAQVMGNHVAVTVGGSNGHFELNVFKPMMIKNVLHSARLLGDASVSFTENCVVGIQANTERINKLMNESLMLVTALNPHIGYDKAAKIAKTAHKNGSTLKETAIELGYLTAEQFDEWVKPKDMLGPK
NTMT1 inh = NTMT1 methyltransferase inhibition; AID 1645870; hit rate 2.5% among 59,000; Potency, µM (top dose mostly 114 µM), for the others: at the highest dose activity change, negative = inhibition, hits mostly inhibitors; Q9BV86; NTMT1 MTase-Glo SAH luminescence, purified enzyme;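 further: potency means the concentration at half of the fitted maximal effect; plate controls were DMSO vehicle for no effect and no enzyme for full effect; nearly all actives have a fitted effect of over 65% in size; many of its hits are not listed in these tables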
p53null 32C tox = p53 null cell cytotoxicity, permissive temperature. hit rate 0.62% among 55,000. Potency, µM (top dose mostly 46.1 µM), for the others: top-dose activity change, negative = cytotoxicity, hits mostly cytotoxic. H1299-neo p53 null cells, ATP luminescence, 24 h, 32C;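 further: potency means the concentration at half of the fitted maximal effect; 0% = DMSO only and -100% = full killing by 100 µM tamoxifen; nearly all actives have a fitted effect of over 55% in size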
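AC50 values derive from Hill modelling of qHTS concentration-response data (up to 46 uM) in H1299-neo cells. Cells were treated 24 h at 32C following overnight attachment at 37C; viability was read as cellular ATP.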
B2AR arrestin ag = agonists recruiting beta-arrestin to human beta2-adrenergic receptor | Potency, µM (top dose mostly 46.1 µM), inactives show at the highest dose activation, actives largely listed as activators | AID 1347077 | 44,000 tested, under 10 active | HTLA Tango cells, beta-arrestin recruitment, luciferase luminescence, 18 h;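 further: potency means the concentration at half of the fitted maximal effect; 0% = DMSO and full agonism = EC100 isoproterenol or metaproterenol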
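First, Tango cells carrying beta2-AR and beta-arrestin fusions received compound up to 46 microM. After 18 hr at 37 degrees C, luciferase substrate was added for 15 minutes, then luminescence gave %Activity for curve fitting.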
GALK inhibitor = GALK (human) enzyme inhibition | recombinant GALK, Kinase-Glo ATP luminescence, 1 h | Potency, µM (highest dose often 57.5 µM), for inactives: top-dose activity, negative = inhibition, actives largely listed as inhibitors | 44,000 tested, under 10 active | P51570;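 further: plate controls were full GALK reaction for no effect and reaction lacking GALK for full effect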
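Human GALK (5 nM) was incubated with 35 uM ATP and 100 uM galactose in 20 mM HEPES pH 8.0 with MgCl2, NaCl, DTT and BSA for 1 h at room temperature. Remaining ATP was measured by Kinase-Glo Plus luminescence.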
* marks the source's active call; other numbers are inactive results; ? = inconclusive; · = no result given; [ ] = remark or other dose. The call rests on the fitted dose curve; in most records, active means well fitted curve in the direction sought with a large enough effect; inconclusive means small, poorly fitted or top-dose-only effect, or another doubt; inactive means no such curve, though single readings can be large; an effect the other way counts as inactive or inconclusive.

no.	canonical_smiles	p53null 39C tox	TSG101-PTAP inh	FH mod	NTMT1 inh
1	O=C(Nc1ccccc1OCc1cc(=O)n2ccccc2n1)c1cccc(Br)c1	10%	1%	-9%	10%
2	CC(Oc1ccccc1)C(=O)N1CCN(Cc2cc(=O)n3nc(-c4ccccc4Cl)sc3n2)CC1 (stereo unspecified)	-3%	-13%	?	-5%
3	Cc1ccc(-c2nc3c4ccccc4[nH]c(=O)n3n2)cc1	?	-1%	?	-12%
4	Cc1nnc(N2CCCC(C(=O)Nc3cccc(C(F)(F)F)c3)C2)c2nn(-c3ccccc3)c(C)c12 (stereo unspecified)	-2%	4%	?	-17%
5	COc1ccc(-c2nc3sc(CCNC(=O)C(=O)Nc4ccc(OC)c(OC)c4)c(C)n3n2)cc1	11%	-1%	8%	7%
6	COc1ccc(-c2nc3scc(CCNS(=O)(=O)c4ccc5c(c4)OCCO5)n3n2)cc1OC	4%	1%	-10%	-13%
7	CCS(=O)(=O)N1CCc2cc(C(=O)NC(C)c3ccccc3)ccc21 (stereo unspecified)	17%	-8%	-8%	19%
8	Cc1ccc(Nc2cc(C)nc(-n3nc(C)cc3C)n2)cc1	?	-2%	12%	4%
9	Cc1cccc(C(=O)Nc2sc3c(c2C(=O)NC(C)C)CCCC3)c1	-6%	-5%	-11%	-2%
10	CCc1c(C)c2cc3c(c(C)c2oc1=O)OCN(CCc1ccc(OC)c(OC)c1)C3	-1%	-5%	·	·

no.	p53null 32C tox	B2AR arrestin ag	GALK inhibitor
1	-8%	-1%	5%
2	-3%	0%	0%
3	-14%	-2%	5%
4	-18%	2%	-3%
5	-5%	-2%	-1%
6	-6%	-3%	3%
7	-8%	-1%	-10%
8	8%	2%	0%
9	0%	1%	-1%
10	3%	0%	9%

(listing goes on)
no.	canonical_smiles	p53null 39C tox	TSG101-PTAP inh	FH mod	NTMT1 inh
11	CCOc1ccccc1NC(=O)C1CCN(S(=O)(=O)c2ccc3[nH]c(=O)oc3c2)CC1	-8%	-7%	2%	18%
12	COCCCNS(=O)(=O)c1cc(-c2onc(C)c2C)ccc1OC	-8%	0%	6%	1%
13	CCCCSCCCNC(=O)c1cn(C)c2ccc(S(=O)(=O)N3CCCCCC3)cc2c1=O	-20%	-9%	0%	16%
14	COc1ccc(-c2nc(SCCOc3cc(C)ccc3C(C)C)n3[nH]c(=O)cc3n2)cc1	-8%	-1%	·	·
15	Cc1cc(NC(=O)c2ccc3c(c2)N(Cc2cccc(Cl)c2)C(=O)c2ccccc2S3=O)ccc1Br (stereo unspecified)	1%	-2%	-6%	-6%
16	CN(C(=O)CSc1nc2ccc(NC(=O)COc3ccc(Cl)cc3)cc2s1)c1ccccc1	15%	-1%	-9%	-2%
17	CCC(C)NC(=O)c1cnn(-c2cccc(F)c2)c1-n1cccc1 (stereo unspecified)	-8%	-3%	0%	-3%
18	Cc1cnc(=O)[nH]c1SCC(=O)Nc1cc(C(F)(F)F)ccc1Cl	-8%	-2%	-1%	0%
19	Cc1ccccc1OCCn1cc(C(=O)c2ccco2)c2ccccc21	-25%	-4%	?	-3%
20	Cc1ccc(CNC(=O)CCCCCn2c(=O)[nH]c3ccccc3c2=O)cc1	6%	2%	-25%	5%

no.	p53null 32C tox	B2AR arrestin ag	GALK inhibitor
11	-7%	2%	-1%
12	2%	0%	0%
13	-8%	0%	1%
14	-3%	3%	-4%
15	0%	3%	1%
16	-3%	-3%	4%
17	-10%	1%	-1%
18	-11%	-2%	-2%
19	15%	0%	0%
20	-3%	-2%	-1%

The list goes on:
no.	canonical_smiles	p53null 39C tox	TSG101-PTAP inh	FH mod	NTMT1 inh
21	CCc1cccc(-n2nnc(-c3nc(-c4ccccc4Cl)no3)c2N)c1	16%	4%	-26%	7%
22	CCOC(=O)c1cccc(NC(=O)N2CC(CC)Oc3ccccc32)c1 (stereo unspecified)	-13%	-4%	4%	-22%
23	CCOc1cc(C2CC(=O)Nc3c2c(=O)nc(SCc2cccc(Cl)c2)n3C)ccc1O (stereo unspecified)	-20%	-7%	-2%	6%
24	CCCNC(=O)c1cnn2c(C(F)F)cc(-c3ccccc3)nc12	-16%	-2%	?	?
25	CCOc1ccc(CCNC(=O)c2nc(-c3cccc(F)c3)n3c2CCCCC3)cc1OCC	61%[activator]	-10%	-22%	-2%
26	COc1ccc(N2CCN(C(=O)CCc3c(C)nc4cc(-c5ccc(OC)cc5OC)nn4c3C)CC2)cc1	-8%	2%	-23%	-9%
27	COc1ccc(Br)cc1CNC(=O)c1ccc2c(c1)N(Cc1ccc(C)cc1)CCS2	-5%	-4%	-7%	16%
28	CCc1ccc(S(=O)(=O)Nc2ccc3oc(C)c(C(=O)OCCOC)c3c2)cc1	37%[activator]	-2%	·	·
29	COc1ccc(Nc2nc3c(S(=O)(=O)c4ccc(Br)cc4)nnn3c3ccsc23)c(OC)c1	?	-1%	-7%	11%
30	COc1ccc(-c2ccc3c(N)c(C(=O)c4ccc(OC)c(OC)c4)sc3n2)cc1	6%	-3%	5%	?

no.	p53null 32C tox	B2AR arrestin ag	GALK inhibitor
21	-7%	-1%	31%[activator]
22	9%	1%	2%
23	-7%	-4%	5%
24	16%	?	4%
25	38%[activator]	1%	0%
26	3%	-1%	0%
27	2%	0%	8%
28	28%	0%	?
29	-1%	-1%	3%
30	-12%	1%	0%

A stretch taken from the entries so far, for reference:
no.	canonical_smiles	p53null 39C tox	TSG101-PTAP inh	FH mod	NTMT1 inh
19	Cc1ccccc1OCCn1cc(C(=O)c2ccco2)c2ccccc21	-25%	-4%	?	-3%
20	Cc1ccc(CNC(=O)CCCCCn2c(=O)[nH]c3ccccc3c2=O)cc1	6%	2%	-25%	5%
21	CCc1cccc(-n2nnc(-c3nc(-c4ccccc4Cl)no3)c2N)c1	16%	4%	-26%	7%
22	CCOC(=O)c1cccc(NC(=O)N2CC(CC)Oc3ccccc32)c1 (stereo unspecified)	-13%	-4%	4%	-22%
23	CCOc1cc(C2CC(=O)Nc3c2c(=O)nc(SCc2cccc(Cl)c2)n3C)ccc1O (stereo unspecified)	-20%	-7%	-2%	6%
24	CCCNC(=O)c1cnn2c(C(F)F)cc(-c3ccccc3)nc12	-16%	-2%	?	?
25	CCOc1ccc(CCNC(=O)c2nc(-c3cccc(F)c3)n3c2CCCCC3)cc1OCC	61%[activator]	-10%	-22%	-2%
26	COc1ccc(N2CCN(C(=O)CCc3c(C)nc4cc(-c5ccc(OC)cc5OC)nn4c3C)CC2)cc1	-8%	2%	-23%	-9%
27	COc1ccc(Br)cc1CNC(=O)c1ccc2c(c1)N(Cc1ccc(C)cc1)CCS2	-5%	-4%	-7%	16%

no.	p53null 32C tox	B2AR arrestin ag	GALK inhibitor
19	15%	0%	0%
20	-3%	-2%	-1%
21	-7%	-1%	31%[activator]
22	9%	1%	2%
23	-7%	-4%	5%
24	16%	?	4%
25	38%[activator]	1%	0%
26	3%	-1%	0%
27	2%	0%	8%

Continued:
no.	canonical_smiles	p53null 39C tox	TSG101-PTAP inh	FH mod	NTMT1 inh
31	CCOC(=O)c1ccc(CN(Cc2ccccc2C)S(=O)(=O)c2ccc(C(C)(C)C)cc2)cc1	11%	1%	-4%	12%
32	CCN1C(=O)c2ccccc2Sc2ccc(NC(=O)Cc3ccc(OC)cc3)cc21	-3%	0%	-9%	19%
33	Cc1ccc(NC(=O)CSc2nc3ccccc3nc2Cc2ccccc2)c(C)c1	6%	3%	5%	3%
34	CC(=O)c1cccc(NS(=O)(=O)c2ccc3[nH]c4c(c3c2)CCCCCC4)c1	3%	-5%	?	-6%
35	CC(NCc1ccc2c(c1)n(C)c(=O)n2C)c1ccccc1 (stereo unspecified)	-7%	-3%	1%	5%
36	Cc1ccc(CNC(=O)c2ccc3c(c2)c(C)c(C)n3Cc2ccccc2)o1	?	0%	-27%	22µM*
37	CC(=O)c1ccc(NC(=O)C2=CC(c3cccs3)=NS(=O)(=O)N2C)cc1	11%	1%	-17%	-27%
38	COc1ccc(C(=O)NCC(c2cccnc2)N2CCN(c3ccccc3F)CC2)cc1OC (stereo unspecified)	-25%	-2%	-4%	-1%
39	COc1ccc(NC(=O)CSC2=Nc3ccccc3C3=NC(Cc4ccccc4)C(=O)N23)cc1 (stereo unspecified)	-15%	-8%	?	11%
40	O=C(Cc1ccc(Cl)cc1)NCC(c1cccs1)S(=O)(=O)c1ccccc1 (stereo unspecified)	94%[activator]	0%	-9%	14%

no.	p53null 32C tox	B2AR arrestin ag	GALK inhibitor
31	-10%	0%	1%
32	12%	1%	0%
33	4%	1%	-1%
34	18%	-1%	-6%
35	-5%	-1%	-11%
36	10%	0%	5%
37	-10%	-2%	2%
38	-2%	-1%	?
39	2%	0%	0%
40	4%	8%	2%

Other compounds follow:
no.	canonical_smiles	p53null 39C tox	TSG101-PTAP inh	FH mod	NTMT1 inh
41	COc1ccc(Cn2c(C(=O)O)c(CNC3CCCC3)c3ccc(C)cc32)cc1	3%	1%	-9%	-5%
42	Cc1ccccc1C(=O)Nc1cccc(C(=O)OCc2cc(=O)n3nc(C4CC4)sc3n2)c1	-6%	1%	-8%	-2%
43	COc1cc(NS(=O)(=O)c2cnc(N)nc2)cc(OC)c1	-24%	0%	4%	8%
44	Cc1ccc(C(=O)Nc2cc3c(cc2N2CCCC2)n(C)c(=O)c(=O)n3C)cc1	13%	0%	?	8%
45	Cc1ccc(C)c(Nc2cc(C(=O)NC3CCCCC3)c3ccccc3n2)c1	9%	-6%	2%	2%
46	CCn1ccc2cc(S(=O)(=O)N3CCCN(C(=O)Nc4cccc(SC)c4)CC3)ccc21	-19%	-2%	-14%	-14%
47	Cc1ccc(NC(=O)Nc2cn(C)c(=O)c3ccccc23)c(Cl)c1	-2%	-2%	28µM*[activator]	12%
48	CN(C(=O)c1nn(C)c2c1COc1ccccc1-2)c1cccc(C(F)(F)F)c1	13%	0%	10%	-21%
49	COc1ccc(CN2C(=O)c3oc4ccccc4c(=O)c3C2c2ccc(O)cc2)cc1 (stereo unspecified)	-14%	0%	2%	10%
50	Cn1nc(C(=O)NCCc2ccc(Cl)cc2)c2c1-c1ccccc1SC2	18%	-3%	-14%	0%

no.	p53null 32C tox	B2AR arrestin ag	GALK inhibitor
41	-15%	0%	0%
42	3%	0%	1%
43	-3%	0%	-1%
44	-10%	-1%	-1%
45	4%	1%	0%
46	-8%	0%	-1%
47	-6%	0%	1%
48	4%	-3%	2%
49	7%	0%	3%
50	2%	-3%	?

Source: PubChem

This is a subset; count on the stated rates, not on these rows.
